Bioassay records (PubChem BioAssay)
DRD3 agonist – qHTS of D3 Dopamine Receptor Agonist: qHTS; D3R DiscoveRx beta-arrestin cells, luminescence, 90 min; max activation, %; actives 0.58% (n = 410,000); D(3) dopamine receptor (Homo sapiens), P35462; in the data active = max activation above about 30%; note: 0% is about no effect; mostly tested at two doses, the higher about 12 µM
Target sequence (P35462 whole entry, looked up): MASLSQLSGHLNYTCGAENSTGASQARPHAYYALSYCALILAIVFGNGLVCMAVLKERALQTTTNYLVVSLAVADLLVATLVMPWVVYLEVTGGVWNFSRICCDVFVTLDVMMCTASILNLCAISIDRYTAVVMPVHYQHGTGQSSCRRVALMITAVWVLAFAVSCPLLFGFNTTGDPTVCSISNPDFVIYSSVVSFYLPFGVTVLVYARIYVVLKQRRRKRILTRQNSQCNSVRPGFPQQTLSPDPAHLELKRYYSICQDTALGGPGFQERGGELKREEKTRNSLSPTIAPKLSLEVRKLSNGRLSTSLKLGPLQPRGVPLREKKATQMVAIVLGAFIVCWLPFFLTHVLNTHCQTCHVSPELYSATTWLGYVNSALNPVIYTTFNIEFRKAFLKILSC
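Agonist mode: compounds and dopamine controls were applied to plated cells for 90 min at 37 degrees C after an overnight attachment at 1500 cells/well. Luminescent read-out followed 30 - 60 minutes at room temperature with DiscoveRx detection reagent.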
TDP43 rescue – qHTS of TDP-43 Inhibitors; TDP-43 expressing yeast growth rescue, BacTiter-Glo, 24 h; Potency, µM (series often up to 46.1 µM), for the others: top-dose growth rescue (activation), usual class: activators; actives 1.8% (n = 410,000); AID 652104, 2013; note: potency is the fitted concentration of half-maximal effect; % of control where 0% means no effect; nearly all actives have a fitted effect of over 50% in size
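Yeast expressing TDP-43 (pregrown in raffinose, seeded at OD600=0.02 in galactose medium) exposed to compounds 24 hr at 30 deg C. Growth read by BacTiter-Glo luminescence; rescue of toxicity appears as increased signal.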
D3 antag – qHTS of D3 Dopamine Receptor Antagonist: qHTS | D3R cells, DiscoveRx beta-arrestin luminescence, antagonist mode; active compounds read low | AID 652054, 2013 | D(3) dopamine receptor (Homo sapiens), P35462 | max response, negative = inhibition, % | actives 2.5% (n = 360,000); in the data active = max response below about -50%; inconclusive = no clear call, values can overlap the other calls; note: % is set by controls: 0 for no effect and ±100 for the full control effect; mostly tested at two doses, the higher about 12 µM
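Cells expressing the human receptor were seeded at 1500 cells/well, incubated overnight at 37 degrees C in 5% CO2, then exposed to library compounds with dopamine controls for 90 minutes at 37 degrees C before luminescent detection.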
EPAC2 ag – qHTS for Agonist of cAMP-regulated guanine nucleotide exchange factor 4 (EPAC2): primary screen | EPAC2 activation, biochemical qHTS; response scale: 100% = 6.5 mM cAMP response | Potency, µM (doses to about 154 µM), for inactives: top-dose activation, actives largely listed as activators | actives 0.079% (n = 360,000) | AID 720711, 2013; note: potency is the fitted concentration of half-maximal effect; nearly all actives have a fitted effect of over 50% in size
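qHTS, titration series. 100 nM EPAC2 / 250 nM Rap1B-BODIPY-GDP / 50 uM GDP; RT; ex 480/em 540 nm, 5-min reads to 30 min. Norm. to 6.5 mM cAMP = activation.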
EPAC2 antag – qHTS for Antagonist of cAMP-regulated guanine nucleotide exchange factor 2 (EPAC2): primary screen; AID 720708, 2013; actives 0.18% (n = 360,000); Rap guanine nucleotide exchange factor 4 (Homo sapiens), Q8WZA2; EPAC2 GEF exchange of Rap1B-BODIPY-GDP, fluorescence; Potency, µM (series often up to 114 µM), without a hit: top-dose activity, negative = inhibition, actives largely listed as inhibitors; note: potency is the fitted concentration of half-maximal effect; % is set by controls: 0 for no effect and ±100 for the full control effect; nearly all actives have a fitted effect of over 45% in size; many of its hits are not listed in these tables
FUS suppressor – qHTS for Suppressors of FUS Proteinopathy: Primary screen using FUS-linked yeast assay. S. cerevisiae FUS-expressing, growth rescue, OD600, 24 h. Potency, µM (top dose mostly 76.6 µM), without a hit: at the highest dose growth rescue (activation), most hits filed as activators. actives 0.24% (n = 390,000);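 note: potency is the fitted concentration of half-maximal effect; plate controls were DMSO vehicle for no effect and reference control for full effect; nearly all actives have a fitted effect of over 55% in size; some results filed as inactive show a strong effect at the top dose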
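Toxicity suppression screen in FUS-yeast. Cells induced with 2% galactose, starting OD 0.005, treated 24hr at 30C with compounds at multiple final concentrations; growth by OD600.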
Abeta rescue – qHTS for compounds that reverse cellular toxicity of Amyloid beta (A-beta) peptide in yeast: Primary Screen | yeast expressing A-beta42, growth rescue, OD600, 48 h; response scale: 0% DMSO, 100% iron-clioquinol control | Potency, µM (doses to about 46.1 µM), for inactives: at the top dose growth rescue, actives largely listed as activators | actives 0.063% (n = 410,000); note: potency is the fitted concentration of half-maximal effect; nearly all actives have a fitted effect of over 55% in size
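Growth rescue measured by 600 nm absorbance after 48 h yeast culture at 30 C with compound. Values normalized between DMSO and an equimolar ferric chloride plus clioquinol control.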
aSyn yeast inh – qHTS of alpha-syn Inhibitors; actives 0.14% (n = 370,000); Potency, µM (top dose mostly 46.1 µM), for inactives: at the highest dose growth rescue (activation), most hits filed as activators; Yeast expressing alpha-synuclein, growth rescue, BacTiter-Glo, 24 h; note: potency is the fitted concentration of half-maximal effect; % of control where 0% means no effect; nearly all actives have a fitted effect of over 65% in size
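Readout is rescue of growth in alpha-synuclein-expressing yeast, so inhibitors of toxicity appear as activators. Growth after 24 hr at 30 deg C in galactose medium is quantified by luminescence.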
An asterisk follows results filed as active; ? = inconclusive; . = no result given; [ ] = remark or other dose. Unless noted, calls come from the whole dose curve; as a rule, active = well fitted curve in the direction sought with a large enough effect; inconclusive = small, poorly fitted or top-dose-only effect, or another doubt; inactive = no such curve, though single readings can be large; an effect the other way counts as inactive or inconclusive. An excerpt, so the mix of outcomes need not match the whole.

SMILES | DRD3 agonist | TDP43 rescue | D3 antag | EPAC2 ag | EPAC2 antag | FUS suppressor | Abeta rescue | aSyn yeast inh
CC(OC(=O)Cc1n[nH]c(=O)c2ccccc12)C(=O)Nc1cccc([N+](=O)[O-])c1 (stereo unspecified) | 2 | -5% | -16 | 6% | -6% | 47% | -7% | 0%
CCCc1noc2c1/C(=N\O)CCC2 | -5 | 5% | -27 | 0% | 11% | 6% | -20% | -2%
CCOCCOc1cccc(C(=O)NC(c2ccccc2)C(C)C)c1 (stereo unspecified) | 3 | 9% | -6 | 4% | 1% | -22% | 4% | 0%
CCOC(=O)C1(C)CCCN(C(=O)c2cccc(Cl)c2)C1 (stereo unspecified) | -2 | 10% | -17 | -12% | 3% | -6% | 4% | -2%
CC(=O)c1cccc(CN2CCCC(C(=O)Nc3cccc(-n4cccn4)c3)C2)c1 (stereo unspecified) | -9 | 3% | ? | 9% | 5% | 13% | 6% | 0%
Cc1ccc(C)c(N2CCN(C(=O)Cn3nc(C)c4sc5ccccc5c4c3=O)CC2)c1 | 27 | ? | . | . | . | 5% | 8% | .
Cc1c(C#N)c(O)[nH]c(=O)c1N=Nc1ccc(Cl)c(C(=O)O)c1 | 1 | 15% | 3 | 9% | 7% | -17% | -5% | ?
COC(=O)c1ccc(N2CCCCC2)c(NC(=O)c2ccco2)c1 | -2 | 43% | 6 | -4% | -27% | -3% | -13% | 22%
CCc1nn(CC(=O)NC2CC2)c(=O)c2cc3c(OC)cccc3n12 | -33 | -15% | . | . | . | -39% | -13% | .
O=C(Cc1ccccc1)Nc1sc2c(c1C(=O)Nc1ccc(Cl)cc1)CCCC2 | 16 | 0% | . | . | . | 44% | -18% | -2%
O=S(=O)(NCCSc1nc2ccccc2o1)c1ccccc1 | -3 | ? | 13 | 0% | 1% | 12% | 15% | -7%
CCOC(=O)c1ccc(NS(=O)(=O)c2ccc3[nH]c(=O)[nH]c3c2)cc1 | 10 | -15% | 30 | 11% | -5% | 23% | -5% | -13%
CCc1ccc(N(C(=O)c2csnn2)C(C(=O)NC2CCCC2)c2cccnc2)cc1 (stereo unspecified) | -26 | 1% | 13 | 5% | 1% | 20% | 0% | -1%
CCOC(=O)c1nn(-c2ccc(OCC)cc2)c2nc(CC(C)C)c(C#N)c(=O)n12 | -2 | 19% | 11 | 14% | -13% | 21% | 2% | 0%
COC(=O)c1cc(OC)c(OC)cc1NC(=O)CCC1CCCC1 | 0 | -3% | 17 | -5% | -5% | 50% | 10% | 0%
COc1ccc(OC)c(NC(=O)Nc2ccccc2C)c1 | -7 | 14% | 0 | -1%[15.6 µM] | 13% | 20% | 20% | 4%
Cc1nn(C(C)C(=O)NC(C)CCc2ccccc2)c(=O)c2cc3occc3n12 (stereo unspecified) | -4 | -5% | -3 | 0% | -3% | 19% | 7% | 0%
Cc1ccc(-n2ncc3c(NNC(=O)c4cccs4)ncnc32)cc1 | 0 | 26% | -3 | 15% | 10% | 8% | -13% | 1%
CC(C)(C)C1=CC(=Nc2ccccc2N)C=C(C(C)(C)C)C1=O | -3 | 2% | -51* | -12% | -29% | . | -21% | -19%
CCOc1ccc(S(=O)(=O)NCc2ccncc2)cc1NC(=O)c1ccccc1F | -31 | -11% | 4 | 4% | 2% | 14% | -21% | -6%
Cc1cnn(C(=O)c2cc(-c3ccccn3)nc3ccc(Cl)cc23)c1 | -7 | -1% | -19 | -5% | -5% | 11% | -3% | -7%
COc1ccccc1N1CCN(Cc2c[nH]c3ccccc23)CC1 | -24 | 15% | -80* | -4% | 4% | 16% | 16% | 0%
CCCCCC(=O)N1CCN(c2ccc(C(C)=O)cc2F)CC1 | 3 | ? | 6 | -1% | -9% | -9% | -4% | -3%
Cc1cc2cc(CNC(=O)C(C)Oc3ccccc3)ccc2n1C (stereo unspecified) | -1 | 24% | 11 | 9% | -5% | 31% | 2% | 3%
CCc1ccc(OCC(=O)NCCN(C)C)c(Br)c1 | -3 | -1% | -18 | 7% | -5% | 9% | 18% | 2%

(next part)
SMILES | DRD3 agonist | TDP43 rescue | D3 antag | EPAC2 ag | EPAC2 antag | FUS suppressor | Abeta rescue | aSyn yeast inh
CCN(C(=O)CSc1ncccc1C(=O)O)C1CCCCC1 | -2 | -2% | -3 | 0% | 8% | -10% | -5% | 3%
COCCn1c(C)cc(C(=O)COC(=O)c2ccc[nH]c2=O)c1C | 1 | 20% | 0 | 1% | 9% | . | 9% | 0%
Cc1ccc(C2=NN(C)c3nc4ccccc4n3C2)cc1 | -7 | 3% | -8 | -1% | -1% | 4% | -3% | -11%
COc1ccc([C@@H]2[C@@H]3C(=O)N(C(C)(C)C)C(=O)[C@@H]3[C@]3(CC(C)C)C(=O)N(c4cccc(F)c4)C(=O)N23)cc1 | 8 | 30% | -11 | -10% | -15% | ? | -4% | 5%
O=C1Nc2cc(C(=O)NCCCN3CCCC3)ccc2S/C1=C/c1ccccc1F | -21 | 0% | -22 | 11% | 1% | ? | . | 1%
CCc1nnc(NS(=O)(=O)c2ccc(NC(=S)NC(=O)c3ccc(F)cc3)cc2)s1 | 0 | 0% | ? | 2% | -7% | . | 1% | -2%
COc1ccccc1C(=O)NCCN1CCN(C(=O)c2ccccc2OC)CC1 | 0 | -9% | 8 | 3% | 26% | 11% | -16% | 0%
Cc1ccc(S(=O)(=O)N2[C@@H](c3ccc(Br)cc3)C(C(=O)O)=CC[C@H]2c2ccc3c(c2)OCO3)cc1 | 12 | 29% | -1 | 2% | ? | 1% | -15% | -4%
CCOc1cccc(/C=C/C(=O)O)c1 | -7 | ? | 0 | -5% | -2% | 18% | -4% | 1%
Fc1ccc(CNc2nc(-c3cccnc3)nc3ccccc23)cc1 | -5 | -14% | -6 | 9% | 0% | 39% | -8% | -9%
Cc1ccc(S(=O)(=O)N2CCOCC2)cc1-c1n[nH]c(=S)n1-c1ccccc1 | -4 | 12% | -18 | 10% | -6% | 3% | 4% | -10%
O=C(Nc1ccc(F)cc1F)c1cc(-c2ccco2)nc2ccccc12 | 11 | 6% | 8 | 9% | 8% | -8% | -8% | -1%
COC(=O)c1cc(C)nc(Sc2ccccc2N)n1 | 3 | -16%[1.82 µM] | 0 | -3% | 3% | 18% | ? | -11%
COc1ccc(N2CCN(c3ncnc4onc(C)c34)CC2)cc1 | 0 | 0% | . | . | . | 3% | -5% | .
CC(C)(C)Cc1c(-c2ccccc2)nc2ccc(Cl)cn12 | 2 | 10% | 26 | 5% | ? | -23% | 4% | -6%
O=C(Cn1cnc2ccccc2c1=O)N1CCN(S(=O)(=O)c2ccc(F)cc2)CC1 | 7 | -1% | 8 | 16% | -9% | -1% | 24% | 1%
C[C@@H]1O[C@H](C2CCCC2)Cc2[nH]c(=S)[nH]c(=O)c21 | -15 | -14% | -24 | 5% | 1% | -9% | -19% | -2%
Cc1ccccc1N(CC(=O)N1CCN(Cc2ccccc2)CC1)S(C)(=O)=O | -4 | 14% | -21 | 5% | 5% | -27% | -1% | -3%
CC(=O)NC(C)c1nc2ccccc2n1Cc1ccccc1Cl (stereo unspecified) | 2 | 17% | . | . | . | -15% | -13% | .
Cc1cc(NC(=O)COC(=O)C2=NN(c3ccccc3)C(=O)CC2)c([N+](=O)[O-])cc1C | -4 | 4% | -6 | 1% | -5% | 13% | -23% | 13%
CCc1cccc(C)c1NC(=O)COC(=O)CSCc1ccccc1 | 2 | -5% | -9 | -8% | -1% | . | 1% | -1%
Cc1ccc(S(=O)(=O)N2CCC(C(=O)NCc3cccnc3)CC2)cc1 | 12 | -11% | 5 | 3% | 4% | 21% | -4% | 2%
CCCC(=O)Nc1cc2c3c(c1)CC(=O)N3CCC2 | 0 | 15% | 9 | 2% | -1% | -2% | -3% | 4%
Cc1cc(=O)n2nc(N3CCC(C(=O)NCC(C)c4ccccc4)CC3)sc2n1 (stereo unspecified) | 3 | -3% | 15 | 3% | 10% | 17% | 8% | 0%
CCc1noc(C)c1C(=O)OC(C)C(=O)NCc1ccc(OC)cc1 (stereo unspecified) | -1 | 12% | 14 | 3% | -6% | -11% | 3% | -6%

Continued (4 carried over from the part before).
SMILES | DRD3 agonist | TDP43 rescue | D3 antag | EPAC2 ag | EPAC2 antag | FUS suppressor | Abeta rescue | aSyn yeast inh
Cc1ccc(S(=O)(=O)N2CCC(C(=O)NCc3cccnc3)CC2)cc1 | 12 | -11% | 5 | 3% | 4% | 21% | -4% | 2%
CCCC(=O)Nc1cc2c3c(c1)CC(=O)N3CCC2 | 0 | 15% | 9 | 2% | -1% | -2% | -3% | 4%
Cc1cc(=O)n2nc(N3CCC(C(=O)NCC(C)c4ccccc4)CC3)sc2n1 (stereo unspecified) | 3 | -3% | 15 | 3% | 10% | 17% | 8% | 0%
CCc1noc(C)c1C(=O)OC(C)C(=O)NCc1ccc(OC)cc1 (stereo unspecified) | -1 | 12% | 14 | 3% | -6% | -11% | 3% | -6%
COc1ccc(C(CCNCc2ccc(OC)c(OC)c2)c2ccc(F)cc2)cc1 (stereo unspecified) | 4 | -18% | 8 | 8% | 0% | 7% | 7% | 2%
C=CC[C@H](CC(=O)NCCO)C(=O)N[C@H](C)COC(=O)[C@@H](CC=C)Cc1ccc(F)cc1 | 1 | 4% | 10 | -1% | -1% | 18% | 0% | 1%
COc1cccc(NC(=O)CN(c2ccccc2OC)S(=O)(=O)c2cccs2)c1 | 3 | 16% | 4 | 18% | -4% | 40% | 18% | ?
Cc1cc(C)c2c(N)c(C(=O)c3cccc(Cl)c3)sc2n1 | -22 | -15% | 28 | -2% | 26% | . | 5% | 4%
CCOc1ccc(CN2CCN(c3ncnc4sc5c(c34)CC(C)CC5)CC2)cc1 (stereo unspecified) | -29 | 15% | . | . | . | 22% | -12% | .
O=C(CCS(=O)(=O)Cc1ccc(Cl)cc1)NCCc1ccccc1 | 2 | -4% | 7 | 2% | 2% | -1% | -4% | 2%
Cc1cc(C)c2c(=O)nc(SCc3ccccc3C)n(C3CC3)c2n1 | -21 | 3% | . | . | . | -22% | 5% | .
